High-throughput results as filed in PubChem BioAssay.
TCR act: Activators of T cell receptors: qHTS campaign; primary human leukocytes, anti-CD3, IL-2 HTRF, 48 h; 330,000 tested, under 10 active; Potency, µM (titrated, usually from 9.22 µM), for inactives: at the top dose activation of IL-2 secretion, hits mostly activators; further: % of control where 0% means no effect
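Primary human leukocytes receive a-CD3 beads and test compound and are incubated 48 hr. Secreted IL-2 is then assayed by HTRF, measuring 665nm acceptor emission after 320nm excitation of the europium donor.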
TSHR antagonist: Antagonists of the Thyroid Stimulating Hormone Receptor: HTS campaign; TSHR-expressing cells, TSH-stimulated cAMP HTRF, 2 h; hits give low values; activity change, negative = inhibition, % at 11.5 µM; hit rate 0.2% among 330,000;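 active means activity change below a set negative limit, meaning inhibition stronger than a set level, cut at about -70% in these data; inconclusive means activity change between two set negative limits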; further: on the % scale 0 is the no-effect control and ±100 the full control effect
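Competitive HTRF cAMP read-out (cryptate anti-cAMP antibody, cAMP-d2; 30 min, room temperature) in freshly harvested TSHR cells. Compounds added before TSH at EC80 (4nM final), followed by 2 hours' incubation at 37 deg C.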
ELG1 repair inh: qHTS screen for small molecules that inhibit ELG1-dependent DNA repair in human embryonic kidney (HEK293T) cells expressing luciferase-tagged ELG1. HEK293T ELG1-luciferase reporter, luminescence, 16 h; DNA damage induced by 5-fluorouridine. Potency, µM (top dose mostly 46.1 µM), without a hit: at the top dose activity change, negative = inhibition, hits mostly inhibitors. hit rate 2.3% among 330,000; further: potency means the concentration at half of the fitted maximal effect; on the % scale 0 is the no-effect control and ±100 the full control effect; nearly all actives have a fitted effect of over 55% in size
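In this reporter screen, reduction of luminescence relative to DMSO vehicle indicated activity. Compounds and 5-fluorouridine were added together to 2,000 cells per well, incubated for 16 hr at 37 °C, then developed with ONE-Glo.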
Mito fusion act: qHTS Assay for Small Molecule Inhibitors of Mitochondrial Division or Activators of Mitochondrial Fusion; AID 485298, 2010; hit rate 0.23% among 320,000; S. cerevisiae fusion-defective mutant growth rescue, CellTiterGlo 48 h; Potency, µM (titrated, usually from 46.1 µM), for inactives: at the top dose growth rescue (activation), actives largely listed as activators;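 further: potency means the concentration at half of the fitted maximal effect; % of control where 0% means no effect; nearly all actives have a fitted effect of over 45% in size; temperature-sensitive fusion mutants such as fzo1-1 at 37 °C on non-fermentable ethanol glycerol medium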
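Read-out: ATP-based luminescence (CellTiterGlo, 10 min ambient) reporting growth of fusion-defective ts yeast after 48 hours at 37C on glycerol/ethanol YPEG medium in the presence of compound.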
Chronic BCR inh: qHTS Assay to Find Inhibitors of Chronic Active B-Cell Receptor Signaling. ABC-DLBCL IkBa-CBG/CBR reporter, luminescence ratio, 4 h. Potency, µM (titrated, usually from 46.1 µM), inactives show at the top dose ratio change, negative = lower green/red ratio, hits mostly inhibitors. hit rate 0.05% among 340,000. AID 493014, 2011; active means well fitted inhibition curve with a large enough effect in the signal ratio, with a control signal flat, not every such curve was filed as active; inconclusive means small, poorly fitted or top-dose-only effect, or effect the other way, or a change in a side signal; the % refers to the signal ratio;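 further: potency means the concentration at half of the fitted maximal effect; plate controls were basal doxycycline-induced cells for no effect and cells given 10 µM MG132 for full effect; MG132 reads +100%, hits lower the ratio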
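TMD8 human ABC-DLBCL cells with doxycycline-inducible IκBα–green luciferase fusion and unfused red luciferase, in 0.5% FBS medium; compounds up to 46 uM, 4 h at 37C. Green/red luminescence ratio, filter-overlap corrected, fitted to concentration-response curves.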
TSG101-PTAP inh: qHTS Assay for Iinhibitors of HIV-1 Budding by Blocking the Interaction of PTAP/TSG101. Potency, µM (top dose mostly 115 µM), without a hit: at the highest dose activity change, negative = inhibition, actives largely listed as inhibitors. Fluorescence polarization, FITC-PTAP peptide / Tsg101 binding. AID 493005, 2010. 340,000 tested, under 10 active; active means well fitted inhibition curve with a large enough effect in the main read-out, with a control signal flat, not every such curve was filed as active; inconclusive means small, poorly fitted or top-dose-only effect, or effect the other way, or a change in a side signal; inactive means no such curve, though single readings can be large or run the other way; further: potency means the concentration at half of the fitted maximal effect; % of control where 0% means no effect
Target sequence (Q99816 whole entry, looked up): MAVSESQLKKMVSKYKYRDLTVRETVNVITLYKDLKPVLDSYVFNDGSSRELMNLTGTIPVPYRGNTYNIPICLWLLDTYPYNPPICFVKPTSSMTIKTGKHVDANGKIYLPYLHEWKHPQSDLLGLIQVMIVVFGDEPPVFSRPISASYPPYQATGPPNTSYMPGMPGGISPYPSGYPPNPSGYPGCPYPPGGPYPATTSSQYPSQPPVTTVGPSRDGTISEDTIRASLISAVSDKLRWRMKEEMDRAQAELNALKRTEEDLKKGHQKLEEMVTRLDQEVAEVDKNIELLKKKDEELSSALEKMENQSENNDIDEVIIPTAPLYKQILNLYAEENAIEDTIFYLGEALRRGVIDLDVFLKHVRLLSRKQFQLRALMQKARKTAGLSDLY
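FP read-out: FITC-PTAP peptide, 50 nM final, binding Tsg101 binding domain, 10 uM final; 20 min, r.t.; 10 mM HEPES pH 7.5, 0.15 M NaCl, 0.01% Tween 20, 3 mM EDTA, 0.1 mM TCEP.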
Eya2 inh: qHTS Assay for Inhibitors of the Phosphatase Activity of Eya2; Protein phosphatase EYA2 (Homo sapiens), O00167; recombinant Eya2, OMFP fluorescence dephosphorylation (OMFP is methylfluorescein phosphate); Potency, µM (series often up to 76.9 µM), for the others: at the highest dose activity, negative = inhibition, hits mostly inhibitors; hit rate 0.006% among 330,000; AID 488837, 2010; further: potency means the concentration at half of the fitted maximal effect; on the % scale 0 is the no-effect control and ±100 the full control effect
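Eya2 (0.2 uM) preincubated 10 min at ambient with compound, then OMFP substrate added at 50 uM; 10 min reaction in 50 mM HEPES pH 7.5, 50 mM NaCl, 5 uM MgCl2, 0.05% BSA, 1 mM DTT. Fluorescence read at Ex 485/Em 525 nm.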
ASM inhibitor: Inhibitors of Secretory Acid Sphingomyelinase (S-ASM): qHTS; Sphingomyelin phosphodiesterase (Homo sapiens), P17405; placental ASM, HMU-PC fluorogenic substrate, 60 min; Potency, µM (top dose mostly 57.5 µM), for the others: at the top dose activity change, negative = inhibition, most hits filed as inhibitors; hit rate 0.006% among 340,000; AID 504937, 2011; further: potency means the concentration at half of the fitted maximal effect
Target sequence (P17405 47-631 limits assumed): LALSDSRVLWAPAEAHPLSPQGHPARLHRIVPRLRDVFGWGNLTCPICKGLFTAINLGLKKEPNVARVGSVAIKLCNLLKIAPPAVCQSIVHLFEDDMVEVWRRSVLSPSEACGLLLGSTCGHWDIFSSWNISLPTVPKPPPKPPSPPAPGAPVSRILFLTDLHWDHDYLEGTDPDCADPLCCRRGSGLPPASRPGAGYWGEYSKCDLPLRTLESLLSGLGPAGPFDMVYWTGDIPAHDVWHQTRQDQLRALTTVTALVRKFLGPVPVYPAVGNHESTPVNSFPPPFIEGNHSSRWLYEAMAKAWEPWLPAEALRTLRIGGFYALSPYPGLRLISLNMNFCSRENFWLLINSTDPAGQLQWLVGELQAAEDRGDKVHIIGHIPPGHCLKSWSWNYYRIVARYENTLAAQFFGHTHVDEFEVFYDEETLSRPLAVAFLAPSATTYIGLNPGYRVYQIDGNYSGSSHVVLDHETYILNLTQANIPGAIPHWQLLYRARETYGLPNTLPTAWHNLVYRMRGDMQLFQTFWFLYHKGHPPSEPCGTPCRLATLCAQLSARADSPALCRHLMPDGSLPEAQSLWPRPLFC
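Fluorogenic HMU-PC substrate (9 uM final) is turned over by placental ASM in 60 min at 37 C after a 10 min compound preincubation. Reaction ended by alkaline stop (pH 10), with fluorescence read at 386/447 nm.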
a7 integrin act: qHTS for Activators of Integrin-Mediated Alleviation for Muscular Dystrophy; alpha7betagal myoblasts, beta-gal FDG fluorescence, 48 h; Potency, µM (titrated, usually from 38.3 µM), without a hit: at the highest dose activation, most hits filed as activators; hit rate 0.064% among 350,000;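 further: potency means the concentration at half of the fitted maximal effect; 100% = response of the positive control SU9516; nearly all actives have a fitted effect of over 60% in size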
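alpha7betagal+/- myoblasts (passage 13, 250/well) treated 48 h at 37C with compounds at 1:260 dilution of DMSO stock. Lysed, then beta-galactosidase activity read as FDG fluorescence (ex 480/em 540) after 30 min, with pre-read for autofluorescence.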
Tb PFK block: qHTS Assay to Find Inhibitors of T. brucei phosphofructokinase | T. brucei PFK, ADP-Glo luminescence | ATP-dependent 6-phosphofructokinase (Trypanosoma brucei brucei), O15648 | hit rate 0.17% among 330,000 | Potency, µM (top dose mostly 57.5 µM), inactives show top-dose activity, negative = inhibition, usual class: inhibitors;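 further: potency means the concentration at half of the fitted maximal effect; 0% = uninhibited 1x PFK enzyme wells and -100% = no-enzyme wells; nearly all actives have a fitted effect of over 60% in size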
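Compounds were pin-transferred as a titration series up to 57 uM into substrate buffer (0.5 mM F6P, 0.1 mM ATP, pH 8.0), then 1.25 nM PFK was added and reactions ran 45 min before ADP-Glo detection.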
A-T KAP1 phos: qHTS Assay for Identifying a Potential Treatment of Ataxia-Telangiectasia; […] A-T fibroblasts, KAP-1 phosphorylation AlphaLISA; neocarzinostatin DNA damage 30 min before lysis; Potency, µM (doses to about 57.5 µM), for the others: at the top dose activation, hits mostly activators; hit rate 0.19% among 320,000; AID 485349, 2010; further: potency means the concentration at half of the fitted maximal effect; % of control where 0% means no effect; nearly all actives have a fitted effect of over 45% in size
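ATM-like activity read as KAP-1 phosphorylation via AlphaLISA donor/acceptor antibody pairs after lysis and 6 hr at 25C. Cells were ATM-null patient fibroblasts ([…], hTERT), dosed 60 min, then exposed to the DSB inducer NCS for 30 min.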
Numbers without * were called inactive; ? = inconclusive; / = not tested or not shown; [ ] = remark or other dose. Unless noted, the call rests on the fitted dose curve; in most records, active means well fitted curve in the direction sought with a large enough effect; inconclusive means small, poorly fitted or top-dose-only effect, or another doubt; inactive means no such curve, though single readings can be large; an effect the other way counts as inactive or inconclusive.

SMILES	TCR act	TSHR antagonist	ELG1 repair inh	Mito fusion act	Chronic BCR inh	TSG101-PTAP inh	Eya2 inh	ASM inhibitor	a7 integrin act	Tb PFK block	A-T KAP1 phos
O=c1/c(=C/c2ccccn2)sc2nc3ccccc3n12	-4%	1	?	-3%	?	-6%	-7%	4%	-3%	1%	-2%
CC(C)(C)NC(=O)C(c1ccncc1)N(C(=O)C1CSC(=O)C1)c1ccccc1 (centres undefined)	0%	-8	1%	-4%	15%	4%	4%	2%	-23%	5%	5%
Cc1ccccc1N(CC(=O)NCc1ccncc1)S(C)(=O)=O	-1%	1	10%	2%	0%	-2%	-6%	10%	19%	-5%	2%
COc1ccc(C(=O)COC(=O)C2CCN(S(=O)(=O)c3cccc4cccnc34)CC2)cc1	7%	-7	16%	-1%	-2%	-3%	0%	-5%	13%	-4%	5%
CCc1nnc(NC(=O)CCC(=O)NC2CCCCCCC2)s1	4%	22	15%	8%	-4%	1%	5%	7%	-31%	0%	-3%
CS(=O)(=O)N(CC(=O)Nc1ccccc1C(=O)NCCc1ccccc1)c1ccc2c(c1)OCCO2	0%	2	?	4%	?	-11%	-6%	-1%	-4%	-1%	2%
O=C(CSc1nc(C(F)(F)F)cc(=O)[nH]1)N1CCC(Cc2ccccc2)CC1	-5%	-8	-2%	-12%	1%	-2%	1%	-6%	6%	12%	-1%
Cc1csc(NC(=O)Cc2coc3cc(C)c(C(C)C)cc23)n1	-6%	-30	?	15%	?	-4%	-4%	-5%	-57%[inhibitor]	-2%	/
O=C(Cc1ccc(-c2ccccc2)cc1)NNC(=S)NCc1ccco1	7%	-6	?	2%	?	-4%	-6%	0%	5%	2%	1%
Cc1cc(=O)oc2c(C)c(OCC(=O)N3CCN(c4cccc(Cl)c4)CC3)ccc12	-2%	-14	?	?	14%	-4%	1%	-10%	13%	21µM*	4%
Cc1cccc(NC(=O)/C(C#N)=C/c2cn(CC(=O)NCc3ccco3)c3ccccc23)c1	-2%[46.1 µM]	2	24%	0%	2%	2%	11%	143%[activator]	-10%	2%	-4%
COc1ccc(S(=O)(=O)N2CCN(c3cccc(C)c3C)CC2)cc1	6%	-43	-1%	20%	3%	5%	-8%	3%	0%	0%	9%
CCCCn1c(N)c(N(CCOC)C(=O)C(C)Oc2ccc(Cl)cc2)c(=O)[nH]c1=O (centres undefined)	4%	16	1%	0%	2%	-1%	3%	9%	-14%	-1%	0%
Cc1noc(C)c1S(=O)(=O)N(C)C[C@H]1Oc2c(NS(=O)(=O)c3cn(C)cn3)cccc2C(=O)N([C@H](C)CO)C[C@@H]1C	-2%	-9	11%	/	-1%	-2%	-4%	-5%	23%	12%	4%
O=C(Nc1sc2c(c1C(=O)O)CCC2)c1ccccc1Cl	/	-7	-7%	3%	?	0%	17%	4%	7%	0%	13%
Cc1cc(=O)[nH]c(SCC(=O)Nc2cccc(C(F)(F)F)c2)n1	-9%	-14	4%	1%	?	-9%	10%	-3%	-1%	0%	8%
O=C1C[C@H](NC(=O)OCc2ccccc2)CO1	3%	13	7%	-2%	-1%	1%	4%	0%	-34%	2%	1%
O=C(O)CC(C(=O)Nc1cccc(C(F)(F)F)c1)C1CCCO1 (centres undefined)	1%	/	/	-4%	/	-3%	/	1%	?	/	/
CC1=NN(c2ccccc2)C(=O)C1/C=C1\NC(=S)NC1=O (centres undefined)	1%	3	12%	26%	?	3%	-19%	-1%	1%	10%	-6%
O=C(NCc1ccc(Cl)cc1)c1ccc2c(=O)n(CC3CCCO3)c(=S)[nH]c2c1 (centres undefined)	12%	19	-16%	-2%	10%	0%	24%	13%	?	4%	-1%
CCNC(=O)COC(=O)c1cc(-c2ccco2)nc2ccccc12	0%	-3	?	3%	21%	-8%	5%	289%[activator]	5.6µM*	-21%	3%
CCOC(=O)c1sc(=S)n(-c2ccccc2)c1N	6%[46.1 µM]	24	9%	-1%	-3%	3%	6%	-3%	-10%	-7%	2%
O=C(Cn1cnc([N+](=O)[O-])n1)NC1CC1	15%	31	0%	12%	2%	-1%	-3%	6%	15%	6%	-6%
CC(C)(Cc1nc2ccccc2[nH]1)C(=O)O	/	0	12%	-1%	2%	-4%	?	-2%	3%[7.66 µM]	0%	-4%
COc1ccc(CN2CCc3c([nH]c4ccccc34)C2)cc1Br	/	-1	-12%	-9%	?	-3%	10%	-1%	?	-4%	16%
CCNC(=S)NNc1nnc(-c2ccccc2)c(-c2ccccc2)n1	-1%	8	?	-6%	0%	0%	4%	-2%	30%	2%	-7%
Cc1cc(Cl)ccc1NC(=S)NCCN1CCOCC1	3%[46.1 µM]	0	-7%	-9%	-1%	-10%	3%	7%	-58%[inhibitor]	0%	-2%
Cc1ccc(-c2nnc(Nc3ccc4c(c3)OCO4)c3ccccc23)cc1S(N)(=O)=O	2%[46.1 µM]	-1	16µM*	0%	?	1%	6%	0%	6%	5%	-2%
COC(=O)[C@@H](NC(=O)NCc1ccccc1F)C(C)C	1%	7	0%	3%	0%	-1%	-21%	-6%	2%	-1%	2%
CCOC(=O)CCc1c(C)c2ccc(OC(C)C(=O)OCC)c(C)c2oc1=O (centres undefined)	2%	/	/	5%	/	-3%	/	19%	-19%	/	/
CC(=O)NCCC(=O)Nc1cc(S(=O)(=O)N2CCOCC2)ccc1N1CCOCC1	-7%	-2	11%	0%	0%	0%	14%	1%	22%	4%	7%
COc1ccc(/C=N/n2cnnc2)cc1Cn1nc(C)c([N+](=O)[O-])c1C	0%	6	?	-4%	-3%	-8%	-4%	-1%	4%	-2%	-1%
COc1ccc(NC(=O)CN(C)C(=O)c2cccc(S(=O)(=O)N3CCN(c4ccccc4)CC3)c2)cc1	/	-5	-25%	-10%	0%	-5%	0%	-5%	-14%	1%	-7%
COc1ccc(Cn2c(=O)[nH]c3cc(C(=O)NCCCOC(C)C)ccc3c2=O)cc1	12%	10	21%	5%	-3%	-1%	6%	63%[activator]	12%	-2%	4%
Cc1cc(C)cc(NC(=O)C(C)N2C(=O)c3ccccc3C2=O)c1 (centres undefined)	-19%	22	2%	2%	-1%	0%	-12%	3%	6%	2%	-31%
O=C(NCC1CCCCC1)c1cccc(-c2ccc(O)cc2)c1	-7%	-13	?	26%	?	-1%	7%	-15%	2%	-17%	-3%
c1ccc2c(c1)ncn2CCN1CCCCC1	-7%[46.1 µM]	6	-3%	-2%	-5%	0%	-2%	6%	-2%	1%	/
Cc1nc(NC(=O)c2cccnc2)ccc1Br	-4%	15	?	-4%	3%	-1%	-15%	1%	13%	-2%	-13%
C=CCn1cc(/C=C/c2cc[n+](C)cc2)c2ccccc21	8%	-9	?	-5%	1%	?	99%	-8%	-56%[inhibitor]	-1%	2%
Cc1ccccc1CSCC(=O)N1CCN(c2ccccc2)CC1	-2%[46.1 µM]	-16	?	19%	8%	0%	-6%	4%	22%	5%	8%
COC(=O)Cc1ccc(NC(=S)N2CCN(c3cccc(O)c3)CC2)cc1	-2%[46.1 µM]	-13	?	4%	?	1%	-5%	6%	3%	-3%	-3%

No enrichment for hits. Share with any hit: about 3.2%.
